# HTRA1 inh = blocks human HTRA1 serine peptidase. recombinant HTRA1, FP-rhodamine activity-based probe, fluorescence polarization. inhibition, % at 5.96 µM. 0.5% of 340,000 active; in the data active = inhibition above about 36%;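 also: 0% = enzyme with DMSO and 100% = wells lacking enzyme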
# Target sequence (Q92743 whole entry, looked up): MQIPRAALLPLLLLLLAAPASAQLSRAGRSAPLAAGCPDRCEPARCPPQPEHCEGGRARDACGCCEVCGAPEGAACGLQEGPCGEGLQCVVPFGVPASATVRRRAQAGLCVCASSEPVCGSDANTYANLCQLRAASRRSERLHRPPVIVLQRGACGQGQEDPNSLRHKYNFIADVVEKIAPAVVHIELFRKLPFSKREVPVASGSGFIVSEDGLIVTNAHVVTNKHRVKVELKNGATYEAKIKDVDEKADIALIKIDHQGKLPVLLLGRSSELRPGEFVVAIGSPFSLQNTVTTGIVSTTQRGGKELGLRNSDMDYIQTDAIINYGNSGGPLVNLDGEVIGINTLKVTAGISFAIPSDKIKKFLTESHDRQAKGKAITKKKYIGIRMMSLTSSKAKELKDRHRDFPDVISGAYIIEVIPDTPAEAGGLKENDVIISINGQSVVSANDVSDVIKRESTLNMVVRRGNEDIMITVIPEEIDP
# * marks the source's active call; other numbers are inactive results. Not all compounds are listed; the hit share may differ from the screen's.
HTRA1 inh,SMILES
21.7,CCCCCCCCOc1ccc(C2OC34CCCCC3C(C#N)(C#N)C2(C#N)C(=N)O4)cc1 (stereo unspecified)
-55.9,COc1ccc2c(c1)OC[C@H]1[C@H]2N2C(=O)c3cc(Cl)ccc3NC(=O)[C@@]2(C)[C@H]1c1ccccc1
-0.9,CN(C)CCC(O)(c1ccccc1)c1ccccc1
1.0,COc1ccc(NC(=O)CN(C)C(=O)c2cccc(S(=O)(=O)N3CCN(Cc4ccccc4)CC3)c2)cc1
3.5,COc1cccc(C2C(C(C)=O)=C(C)Nc3ncnn32)c1 (stereo unspecified)
-6.2,COc1ccc(CCNC(=S)Nc2cccc(C)c2)cc1
-4.1,COc1cccc(CNC(=O)CCC2CCCN(C3CCOCC3)C2)c1 (stereo unspecified)
18.4,CCCCNc1c(-c2ccc(OC)c(Sc3ccc(OC)cc3)c2)nc2ccccn12
-15.3,COc1cc(-c2noc(C)c2-c2ccc3[nH]ccc3c2)cc(OC)c1OC
-6.2,Cc1ccc(-c2nc(CS(=O)CC(=O)NCc3ccc4c(c3)OCO4)c(C)o2)cc1 (stereo unspecified)
2.0,Cn1c(CSc2nc3ccccc3s2)nnc1SCC(=O)NCCN1CCOCC1
5.6,CN1C(=O)C(Cl)(Cl)C(=O)c2ccccc21
-2.7,CN1C(=O)C(C)(C)c2cc(S(=O)(=O)NCC(=O)NCc3ccccc3)ccc21
9.7,Cc1ccc(CNC(=O)CN(C)S(=O)(=O)c2ccc3c(c2)n(C)c(=O)c(=O)n3C)cc1
7.6,O=C(c1cc2ncc(Br)cn2n1)N1CCN(C(=O)c2ccco2)CC1
4.5,CCCCNC(=O)CCn1nc(-c2ccccc2)c2ccccc2c1=O
-16.9,COC(=O)CN1C(=O)Nc2ccc(Br)cc2C1c1ccccc1Cl (stereo unspecified)
-13.5,COc1cc([C@H]2c3[nH]c4ccccc4c3C[C@H]3C(=O)N4[C@@H](c5cc(OC)c(OC)c(OC)c5)c5[nH]c6ccccc6c5C[C@H]4C(=O)N23)cc(OC)c1OC
0.5,C#CCOCCOCCOCCNc1nc(N2CCN(C(=O)[C@H](CCCCN)n3cc([C@@H](N)CC(C)C)nn3)CC2)nc(N2CCN(C(=O)[C@H](CCCCN)n3cc([C@@H](N)CC(C)C)nn3)CC2)n1
0.8,N#C/C(=C\c1ccc(C#N)cc1)C(=O)N1CCCC1
-16.9,N#CCc1ccc(NC(=O)Nc2cccc3ccccc23)cc1
-4.5,O=C1c2cccnc2C(=O)N1Cc1ccc(S(=O)(=O)N2CCOc3ccc(Cl)cc32)cc1
-9.6,C[C@H](CO)N1C[C@H](C)[C@@H](CN(C)Cc2ccc3c(c2)OCO3)Oc2c(NC(=O)C3CC3)cccc2C1=O
-5.3,CCn1c2ccccc2c2nc3ccccc3nc21
27.0,CC1=C/C(=N\OS(=O)(=O)c2ccccc2)C=CC1=O
-29.8,COc1ccccc1NC(=O)C1=C(C)NC(SCC(=O)c2ccccc2)=C(C#N)C1c1ccco1 (stereo unspecified)
-1.1,O=C(O)c1ccc(NC(=O)c2cccc(NC(=O)c3cccs3)c2)cc1
-0.5,Cc1cc(OC(C)C(=O)NC2CCN(Cc3ccccc3)CC2)c2c(C)cc(=O)oc2c1 (stereo unspecified)
-4.3,O=C(CN1C(=O)NC(c2ccc(F)cc2)C1=O)NC1CCCCC1 (stereo unspecified)
12.7,Cc1ncsc1C(=O)N1N=C2/C(=C/c3ccc(N4CCOCC4)cc3)CCCC2C1c1ccc(N2CCOCC2)cc1 (stereo unspecified)
4.9,O=C(N1CCN(c2ccccc2)CC1)C1(c2cccs2)CCOCC1
-1.8,CC(C)(C)c1ccc(Cn2c(=N)n(CC(O)c3ccco3)c3ccccc32)cc1 (stereo unspecified)
-5.5,N#C/C(=C/c1ccc(N2CCCCCC2)o1)c1ccc(Cl)cc1
72.6*,CCc1ccc(CNc2ccc(O)cc2)cc1
-52.5,C#CCOCCOCCOCCNc1nc(N2CCN(C(=O)CCCCCCCCCCNC(=O)[C@H](CCCCN)n3cc(CCO)nn3)CC2)nc(N2CCN(C(=O)CCCCCCCCCCNC(=O)[C@@H]([C@H](C)O)n3cc(C)nn3)CC2)n1
26.1,CC(=O)N1CCN(c2ccc(NCc3ccc(-c4cccc(Cl)c4)o3)cc2)CC1
0.2,CC1=NN(c2ccc(C(=O)O)cc2)C(=O)/C1=C/c1ccc(-c2ccccc2F)o1
8.8,Cn1nccc1NC(=O)Nc1ccccc1
2.4,CCc1cc(=O)oc2c(C)c(OCC(=O)NC3CC(C)(C)NC(C)(C)C3)ccc12
-7.8,CCN(CC)S(=O)(=O)c1cccc(NC(=O)COC(=O)CCC(=O)c2cccs2)c1
26.9,CC(=O)N1CCN(c2ccc(Oc3ccc([N+](=O)[O-])c(C(F)(F)F)c3)cc2)CC1
-2.5,Cc1nc(NC2=NCN(CCCN3CCOCC3)CN2)nc2c(C)cccc12
-10.9,Clc1ccc(Nc2nc(NCCN3CCOCC3)nc(N3CCOCC3)n2)cc1
11.8,O=C1Nc2ccccc2C1=Nc1ccc(F)cc1
-2.5,COC(=O)N1C(=O)[C@@](c2ccccc2)(C2CCCC2)N1C(=O)OC
-8.1,O=C(NCCc1ccc(F)cc1)c1cccc2c1C(=O)c1ccc(N3CCC(Cc4ccccc4)CC3)cc1S2(=O)=O
-22.8,O=C(N/N=C/c1cccnc1)c1cccc(NC(=O)c2ccc(Cl)cc2)c1
-20.4,CC(C)C[C@@H]1NC(=O)[C@H](Cc2ccc(O)cc2)NC(=O)c2cc([N+](=O)[O-])cc(I)c2NCCC[C@@H](C(N)=O)NC1=O
-1.6,COc1ccc([C@H]2[C@H](C(=O)OC(C)(C)C)N3N=Cc4ccccc4C3C23C(=O)c2ccccc2C3=O)cc1OC (stereo partly specified)
-8.1,C[C@@H](O)C1NC(=O)[C@H](CCCCN)NC(=O)c2cc([N+](=O)[O-])cc(F)c2NCCCC[C@@H](C(N)=O)NC1=O (stereo partly specified)
4.4,CCOc1cc([N+](=O)[O-])cc(/C=N/NC(=O)c2c(-c3ccccc3)noc2C)c1O
1.3,Cc1ccc(/C=C2\SC(=S)N(CCCC(=O)Nc3cccnc3)C2=O)cc1
-2.4,CCOc1ccccc1CNC(=O)C1CCCN(c2ncnc3c2nc2n3CCCCC2)C1 (stereo unspecified)
4.5,CCOCCCNC(=O)C(NC(=O)c1ccccc1O)c1ccc(Cl)cc1 (stereo unspecified)
-3.0,COc1cccc(NC(=O)C(c2ccccc2)N2CCNC(=O)C2)c1 (stereo unspecified)
3.9,CC(c1ccccn1)N(CCN(C)C)C(=S)Nc1cccc(F)c1 (stereo unspecified)
7.1,Cc1ccc2c(c1)cc1c(=O)n(CC(=O)NCCN3CCCC3)nc(C)n12
-1.0,CCOc1ccc(N(CC(=O)NC2CCCC2)S(=O)(=O)c2c(C)noc2C)cc1
6.7,CCCCN1C(=O)C(O)=C(C(C)=O)C1c1ccccc1 (stereo unspecified)
-0.3,CNS(=O)(=O)c1cccc(C(=O)OCC(=O)Nc2ccc(-c3nc4ccc(C)cc4s3)cc2)c1

# Continuation.
HTRA1 inh,SMILES
-4.6,N#Cc1cccc(NC(=O)Cn2cnc(S(=O)(=O)N3CCc4ccccc43)c2)c1
8.0,O=C(N/N=C/c1c[nH]c2ccccc12)c1ccc([N+](=O)[O-])cc1Cl
-13.2,O=C(COc1cccc2c1CCNC2=O)Nc1cccc(C(F)(F)F)c1
-36.5,C=C(C)CNC(=S)NN=C1c2ccccc2-c2ccccc21
40.4*,COc1cc(CNc2ccc(N3CCCC3)cc2)ccc1OCc1ccccc1F
-23.3,c1ccc(-c2sc3ccccc3c2-c2ccc(OCCN3CCOCC3)cc2)cc1
-31.7,O=C1C2N=NN(CC(=O)N3N=C(c4cccc5ccccc45)CC3c3ccccc3)C2C(=O)N1c1ccccc1 (stereo unspecified)
4.6,COc1ccc(CCNC(=O)c2nn(C)c3c2CS(=O)(=O)c2ccccc2-3)cc1OC
-74.8,Cc1ccc(-c2nnc(NCc3nc4ccccc4[nH]3)c3ccccc23)cc1S(=O)(=O)N1CCOCC1
3.5,Cc1cccc(OCc2n(CC(=O)OC3CC(C)CCC3C(C)C)c3ccccc3[n+]2C)c1 (stereo unspecified)
5.8,COc1cc2c3c(n(C)c(=O)c2cc1OC)-c1cc2c(cc1C3=O)OCO2
1.0,CNc1oc(/C=C/c2cccc(OC)c2)nc1C#N

# Taken from above:
# Under HTRA1 inh, COc1cc(CNc2ccc(N3CCCC3)cc2)ccc1OCc1ccccc1F has the entry 40.4*
# Under HTRA1 inh, COc1ccc(CCNC(=O)c2nn(C)c3c2CS(=O)(=O)c2ccccc2-3)cc1OC has the entry 4.6
# Under HTRA1 inh, O=C(COc1cccc2c1CCNC2=O)Nc1cccc(C(F)(F)F)c1 has the entry -13.2
# Under HTRA1 inh, CN1C(=O)C(Cl)(Cl)C(=O)c2ccccc21 has the entry 5.6
# Under HTRA1 inh, CC(C)C[C@@H]1NC(=O)[C@H](Cc2ccc(O)cc2)NC(=O)c2cc([N+](=O)[O-])cc(I)c2NCCC[C@@H](C(N)=O)NC1=O has the entry -20.4

# 5 successive records already listed, quoted:
HTRA1 inh,SMILES
-4.6,N#Cc1cccc(NC(=O)Cn2cnc(S(=O)(=O)N3CCc4ccccc43)c2)c1
8.0,O=C(N/N=C/c1c[nH]c2ccccc12)c1ccc([N+](=O)[O-])cc1Cl
-13.2,O=C(COc1cccc2c1CCNC2=O)Nc1cccc(C(F)(F)F)c1
-36.5,C=C(C)CNC(=S)NN=C1c2ccccc2-c2ccccc21
40.4*,COc1cc(CNc2ccc(N3CCCC3)cc2)ccc1OCc1ccccc1F

# (list continues)
HTRA1 inh,SMILES
-9.0,Cn1nc(-c2ccc(Cl)cc2)c2cc(C(=O)N3CCN(c4ccccn4)CC3)sc21
24.2,CC(OC(=O)c1c2c(nc3ccccc13)/C(=C\c1ccc3c(c1)OCO3)CCC2)C(=O)Nc1ccc(S(N)(=O)=O)cc1 (stereo unspecified)
-3.3,COc1cccc(C(C)N(C)Cc2nc(-c3ccoc3)oc2C)c1 (stereo unspecified)
-6.0,CN1CCN(C(=O)CCN2C(=O)/C(=C\c3ccc(Cl)cc3)SC2=S)CC1
49.9*,Cc1ccccc1C1C(C#N)=C2N=C(N)c3c(sc4c3CCCCC4)N2C2=C1C(=O)CCC2 (stereo unspecified)
-2.7,Cc1nn2c(NCC(C)C)c3c(nc2c1-c1ccccc1)CCC3
-2.4,Cc1cccc(N(CC(=O)N/N=C/c2cc([N+](=O)[O-])ccc2Cl)S(C)(=O)=O)c1C
-28.4,COc1cc2c(cc1OC)C(c1ccc(-c3cc(Cl)ccc3Cl)o1)=NCC2
-21.1,CC1(C)CC(=Cc2cc(O)ccc2[N+](=O)[O-])C(=O)c2ccccc21
0.4,COc1ccc(CN2CCCC(C(=O)N3CCCCC3)C2)c(OC)c1 (stereo unspecified)
-15.8,C=C[C@]1(C)C=C2CC[C@H]3[C@@](C)(CCC[C@@]3(C)C(=O)O)[C@@H]2CC1
69.3*,Oc1c(CN2CCc3ccccc3C2)cc(Cl)c2cccnc12
-5.9,CCN(c1ccc(OCC(=O)OCC(=O)Nc2ccc(F)c(F)c2F)cc1)S(=O)(=O)c1ccccc1
7.0,CCCCCn1c(=O)[nH]c2cc(C(=O)Nc3ccc(OC)cc3)ccc2c1=O
-6.3,Cc1ccc2nc3c(cc(C(=O)NCCc4ccccc4)c(=N)n3CCN3CCOCC3)c(=O)n2c1
-8.4,O=C1CSC2(C(=O)N3CCCc4cccc2c43)N1c1cccc(C(F)(F)F)c1 (stereo unspecified)
11.1,CC(C)CC1Nc2ccc(C(=O)NCc3ccc4c(c3)OCO4)cc2NC1=O (stereo unspecified)
7.3,COc1ccc(CNC[C@H]2O[C@@H](n3cnc4c(N)ncnc43)[C@H](O)[C@@H]2O)cc1OC
-16.8,CCc1cc(=O)[nH]c(SCc2cccc3ccccc23)n1
-151.6,CC(C)(O)c1ccccc1CC[C@@H](SCC1(CC(=O)O)CC1)c1cccc(/C=C/c2ccc3ccc(Cl)cc3n2)c1
7.2,Cc1nn(CC(=O)NCc2ccc(OC(C)C)cc2)c(=O)c2cc(-c3ccccc3)nn12
-9.8,CC(C)(C)c1ccc(/C=C2\SC(=O)N(CCNC(=O)c3cccc(S(=O)(=O)N4CCOCC4)c3)C2=O)cc1
2.0,CCn1cc(Br)c(C(=O)Nc2sc3c(c2C(N)=O)CCCC3)n1
-15.2,COCc1cc(=O)oc2cc(NC(=O)c3ccc(C(C)(C)C)cc3)ccc12
43.6*,COCCn1c(C)cc(/C=N/NC(=O)c2cc3ccccc3cc2O)c1C
-5.1,CCCSc1ccc([C@@H]2[C@@H]3C(=O)N(C)C(=O)[C@@H]3[C@]3(C(=O)OC)CCCN23)cc1OC
2.5,O=C(NC(Cc1ccccc1)C(=O)Oc1ccc2c(C(F)(F)F)cc(=O)oc2c1)OCc1ccccc1 (stereo unspecified)
3.0,Cc1c(O)ccc(C(=O)CN2CCN(c3ccccc3F)CC2)c1O
-12.2,CCC(C)Sc1ccc(-c2nc3ccc(C)cn3c2NC2CCCCC2)cc1 (stereo unspecified)
0.2,CCCN1CCN(C2CCCCC2NS(=O)(=O)c2ccccc2)CC1 (stereo unspecified)
-11.6,Nc1nonc1-n1nnc(C(=O)N/N=C/c2ccoc2)c1CSc1ccccc1
-4.7,CCOC(=O)CSc1nnc(CNC(=O)c2cccs2)n1-c1cc(OC)ccc1OC
-4.9,Cc1cccc(-c2nc(CS(=O)CC(=O)N3CCc4ccccc4C3)c(C)o2)c1 (stereo unspecified)
0.9,Fc1ccc(C2=CC(c3ccc(Br)o3)n3ncnc3N2)cc1 (stereo unspecified)
-79.9,CC(C)(C)c1cc(-c2csc(Nc3ccccc3)[n+]2Cc2ccc(C(=O)O)cc2)cc(C(C)(C)C)c1O

# Six entries already listed, sorted by the number in HTRA1 inh, rising:
Compound	HTRA1 inh
CCCSc1ccc([C@@H]2[C@@H]3C(=O)N(C)C(=O)[C@@H]3[C@]3(C(=O)OC)CCCN23)cc1OC	-5.1
Cc1cccc(-c2nc(CS(=O)CC(=O)N3CCc4ccccc4C3)c(C)o2)c1 (stereo unspecified)	-4.9
Fc1ccc(C2=CC(c3ccc(Br)o3)n3ncnc3N2)cc1 (stereo unspecified)	0.9
O=C(NC(Cc1ccccc1)C(=O)Oc1ccc2c(C(F)(F)F)cc(=O)oc2c1)OCc1ccccc1 (stereo unspecified)	2.5
Cc1c(O)ccc(C(=O)CN2CCN(c3ccccc3F)CC2)c1O	3.0
COCCn1c(C)cc(/C=N/NC(=O)c2cc3ccccc3cc2O)c1C	43.6*
